# PfM18AAP inh = PfM18AAP enzyme inhibition. 290,000 compounds, 1.2% hits. AID 1822. inhibition, % at 7.35 µM. recombinant PfM18AAP, H-Glu-NHMec fluorogenic cleavage;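 active = inhibition above the campaign mean inhibition over all tested compounds plus 3 SD, cut at about 28% in these data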;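 also: 0% = plate median of test compound wells and 100% = 2 mM ZnCl2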
# NALP1 inh = inhibitors of NALP1 inflammasome in yeast | inhibition, % at 10 µM | S. cerevisiae NALP1/ASC/caspase-1 growth, X-gal OD620, 72 h | 280,000 compounds, 0.61% hits; in the data active = inhibition mostly above about 24%, no sharp cut-off; inactive = mostly below about 32%; also: some compounds called inactive have numbers as strong as hits
# pCIP destab = lowers stability of the mouse p/CIP coactivator protein. Q05BA5. F442A p/CIP-EGFP cells, EGFP fluorescence, 16 h. decrease of EGFP signal, % at 10 µM. 290,000 compounds, 0.01% hits;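 active = EGFP signal decrease of at least 30% at 10 µM or well 3 SD below plate mean, unless failing retest; inactive = the rest, including hits failing retest or dose response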; also: some compounds called inactive have numbers as strong as hits; many of its hits are not listed in these tables
# MEKK2mut PB1 HTS = signal of MEK5 binding to mutant human MEKK2 PB1 domain; bead flow cytometry, Alexa488-MEK5 binding to MEKK2 mutant; percent response, % at 10 µM; 290,000 compounds, 0.35% hits; AID 1530; in the data active = percent response above about 24%, passing the limit was not always enough; also: inactives centre near 1; some results filed as inactive read as strong as hits; reference of the scale not given here
# IDE act = activators of human insulin-degrading enzyme in cells. P14735. HEK cells, FAbeta-B cleavage, fluorescence polarization; 0% vehicle, 100% cell-free pure enzyme wells. activation, % at 5.96 µM. 340,000 compounds, 0.073% hits. AID 493087;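 active = activation above the mean of all tested compounds plus 3 SD, set per screening campaign, cut at about 17% in these data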
# MEKK3 PB1 HTS = MEKK3-MEK5 PB1 interaction, increase or decrease; Q99759; bead-based flow cytometry, Alexa488-MEK5 binding to MEKK3; actives lie on both sides; 0 = blocked by unlabeled MEK5, 100 = vehicle; AID 1529; binding response (% of control), % at 10 µM; 290,000 compounds, 1.4% hits;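 active = binding response more than 3 SD above or below the average of its plate-row segment, actives on both sides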;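 also: Alexa488 bead fluorescence after subtracting the streptavidin-only scavenger bead signal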
# Target sequence (Q99759 whole entry, looked up): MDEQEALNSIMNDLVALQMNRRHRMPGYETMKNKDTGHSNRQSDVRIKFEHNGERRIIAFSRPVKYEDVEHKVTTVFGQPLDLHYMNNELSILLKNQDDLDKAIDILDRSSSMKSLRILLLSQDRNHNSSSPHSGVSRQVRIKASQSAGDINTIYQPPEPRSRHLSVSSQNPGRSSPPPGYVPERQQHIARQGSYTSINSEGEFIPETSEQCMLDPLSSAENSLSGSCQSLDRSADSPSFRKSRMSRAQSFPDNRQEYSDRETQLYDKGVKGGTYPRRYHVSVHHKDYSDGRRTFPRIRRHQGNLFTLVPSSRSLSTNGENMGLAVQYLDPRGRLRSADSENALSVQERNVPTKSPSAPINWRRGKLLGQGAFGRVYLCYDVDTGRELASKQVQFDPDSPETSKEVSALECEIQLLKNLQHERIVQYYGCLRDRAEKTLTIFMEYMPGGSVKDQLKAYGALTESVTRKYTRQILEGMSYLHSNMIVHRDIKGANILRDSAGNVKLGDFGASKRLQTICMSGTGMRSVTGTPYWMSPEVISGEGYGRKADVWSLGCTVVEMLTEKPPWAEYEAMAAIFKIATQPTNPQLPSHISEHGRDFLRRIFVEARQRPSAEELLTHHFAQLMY
# IDE inh = inhibits human insulin-degrading enzyme in HEK cells. P14735. FAbetaB cleavage, fluorescence polarization. inhibition, % at 5.59 µM. 320,000 compounds, 0.41% hits;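 active = percent inhibition above the average of all tested compounds plus 3 SD, set per screening campaign, cut at about 16% in these data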;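 also: IDE supplied by intact live HEK cells; FP after avidin binding of uncleaved biotin substrate so inhibition keeps polarization high; 0% = DMSO wells and 100% = 60 µM reference IDE inhibitor Ii1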
# SUMO HTRF inh = inhibitors of human SUMOylation (UBC9). HTRF SUMOylation assay, SAE1/SAE2 + UBC9, in vitro. P63279. inhibition, % at 35 µM. 290,000 compounds, 0.36% hits; in the data active = inhibition above about 50%, passing the limit was not always enough; also: strong numbers were not always called active
# Target sequence (P63279 whole entry, looked up): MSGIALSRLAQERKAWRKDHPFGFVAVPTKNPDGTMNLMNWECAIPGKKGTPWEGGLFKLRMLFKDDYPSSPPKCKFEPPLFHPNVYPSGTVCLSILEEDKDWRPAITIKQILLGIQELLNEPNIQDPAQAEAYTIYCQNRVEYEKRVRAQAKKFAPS
# MEKK2 WT-MEK5 = raises or lowers MEK5 binding to wildtype human MEKK2 PB1 domain. 290,000 compounds, 1.1% hits. bead flow cytometry, Alexa488-MEK5 binding to MEKK2 WT; actives lie on both sides. Q9Y2U5. binding response (% of control), % at 10 µM. AID 1531; in the data active = binding response below about 67% or above about 130%
# * = called active by the depositor; . = not tested or not shown.
SMILES,PfM18AAP inh,NALP1 inh,pCIP destab,MEKK2mut PB1 HTS,IDE act,MEKK3 PB1 HTS,IDE inh,SUMO HTRF inh,MEKK2 WT-MEK5
CCOC(=O)CNC(=O)C(CC(C)C)NC(=O)C1CCCCC1 (stereo not given),4,32,0,3,3,99,-4,5,104
CC(OC(=O)c1cc(S(=O)(=O)N2CCOCC2)ccc1F)C(=O)NC1CCCCC1C (stereo not given),0,17,-5,7,1,100,-5,1,98
O=C(Nc1ccccc1)OCCCCCOC(=O)Nc1ccccc1,-7,20,-8,3,3,100,-5,0,102
Cc1cc(C)n2nc(C(=O)OCC(=O)Nc3ccc4c(c3)OC(F)(F)O4)nc2n1,-14,19,-5,-1,5,97,1,16,97
O=C(COC(=O)Cc1ccc(Br)cc1)Nc1c(F)c(F)c(F)c(F)c1F,-4,33,-3,2,-3,94,1,-2,97
COc1cccc(CN2CCN(c3nc4nonc4nc3N3CCCCC3)CC2=O)c1,2,9,-6,5,-2,103,1,8,105
COc1ccc(C(=O)C2CCN(C(=O)c3ccc(C)cc3)CC2)cc1,1,25,-5,1,5,101,2,26,99
Cc1cc(C)cc(NC(=O)Cn2cc(C=O)c3ccccc32)c1,15,2,16,-3,-3,98,.,-8,102
CCCCCOC(=O)C1=C(C)Nc2nnnn2C1c1ccccc1Cl (stereo not given),-4,11,-3,2,6,99,-1,-1,94
COc1ccc(NC(=O)C2C(c3ccccc3)C2(Cl)Cl)c(OC)c1 (stereo not given),-7,6,-12,15,0,108,4,-4,109
CCOC(=O)c1nnn(-c2nonc2N)c1CN(CC)CC,-11,-13,6,3,4,102,4,-9,105
Cc1ccc(C)c(CN2CCC(n3nccc3NC(=O)CCCc3ccccc3)CC2)c1,18,17,-2,10,6,97,1,-12,112
O=C(CC1CCCCC1)NCc1ccco1,-15,-8,-6,-1,3,100,3,12,102
Cn1c(=O)c2[nH]c(N=Nc3ccc(N)cc3N)nc2n(C)c1=O,26,7,9,-13,1,86,-3,3,89
CS(=O)(=O)NNC(=O)C1Cc2c(ccc3ccccc23)O1 (stereo not given),5,8,1,7,0,102,2,3,107
CC(C)c1nnc(NC(=O)CC23CC4CC(CC(C4)C2)C3)s1,-1,-1,-5,3,8,101,-2,15,95
O=C1NC(c2ccccc2)Nc2c1sc(=S)n2-c1ccccc1 (stereo not given),16,49,5,-4,3,100,0,15,92
COc1ccc(C(=O)NCCn2ccc3ccccc32)c(OC)c1,-1,8,11,-2,-2,107,0,11,107
COc1ccccc1NC(=O)C1CCN(S(=O)(=O)c2ccc3c(c2)CC(C)N3C(C)=O)CC1 (stereo not given),-18,24,-11,2,-1,99,0,.,105
COc1ccccc1NC(=O)C1CCN(c2ncccn2)CC1,-3,25*,-3,-6,-3,93,0,-15,91
C[C@H]1CC[C@@]2(O[C@@H](CCO)C[C@@H](O)[C@@H]2O)O1,0,0,-5,7,6,104,0,-1,104
O=S(=O)(CCN1CCN(C(c2ccccc2)c2ccccc2)CC1)C(F)(F)F,3,-3,-2,-2,-1,100,2,5,101
COc1cccc(CN2CCN(CC#Cc3ccccc3)CC2CCO)c1 (stereo not given),5,-2,-6,8,6,109,.,10,109
COc1cccc(CN2CCNC(=O)C2CC(=O)NCc2cn3ccccc3n2)c1OC (stereo not given),-2,-10,3,-1,4,103,-2,19,101
O=C(NCCc1ccccc1)C(=O)NC1CCCCC1,5,16,10,5,1,103,2,-5,106
O=c1c2ccccc2nnn1CSc1nc2ccccc2c(=O)n1Cc1ccco1,.,26,17,1,5,103,5,19,99
Cc1c(C)n(Cc2ccc(F)cc2)c2ccc(C(=O)NCCN3CCOCC3)cc12,2,18,-2,3,5,94,8,7,105
O=C(Nc1cccc([N+](=O)[O-])c1)c1cc(S(=O)(=O)N2CCOCC2)cs1,-1,13,2,9,2,103,2,5,106
Nc1c(Cl)ncnc1NCc1cccnc1,5,17,-2,0,5,92,3,7,95
CCCn1c(SCc2cc(=O)oc3ccc4ccccc4c23)n[nH]c1=O,6,-5,2,3,2,103,6,13,101
CCOCc1nnc(NC(=O)C2CCN(C(=O)c3ccco3)CC2)s1,-5,10,-17,-3,5,98,1,10,96
COc1cc(-c2nc3n(c(=O)c2C#N)CCS3)cc(OC)c1OC,1,-23,-7,-1,0,104,3,4,102
Fc1cccc2sc(Nc3nc4c(F)cccc4s3)nc12,-4,31,2,-2,0,102,0,-2,103
Cc1nn2c(-c3ccccn3)ccnc2c1Cl,3,-6,15,-3,4,96,7,6,94
COc1ccccc1C(=O)NCCc1c(C)[nH]c2c(C)ccc(F)c12,8,-4,-2,9,0,107,1,4,108
CC/C(=N\NS(=O)(=O)c1ccc(C)cc1)c1ccco1,-4,11,-13,6,5,106,-2,-4,106
CCc1ccc(-c2nc(SCC(=O)NC3CCCC3)n[nH]2)cc1,2,5,0,0,1,101,1,-14,101
CC(C)=CC(=O)OCC(=O)Nc1ccccc1Cl,-4,23,4,4,2,105,1,-2,104
CCOC(=O)c1cnc(/N=C/N(C)C)s1,-9,15,1,-12,9,80,-8,-12,74
CCC(C)C(=O)OCC1(c2ccc(C)cc2OC(=O)C(C)C)CO1 (stereo not given),.,4,-4,2,4,95,2,-30,93
N#C/C(=C\c1cccnc1)C(=O)Nc1cccc(Cl)c1,3,-4,10,1,0,99,3,-7,97
COc1cccc(NC(=O)CN(C)CC(=O)Nc2ccc3c(c2)CCC3)c1,-9,2,-9,-1,6,124,-4,-2,113
N#Cc1c(N)nc2c(c1-c1cccs1)CCCC2,2,.,-3,9,0,100,8,3,103
C#CCOCCOCCOCCNc1nc(N2CCN(C(=O)[C@H](CCCCN)n3cc([C@@H](N)C(C)CC)nn3)CC2)nc(N2CCN(C(=O)[C@H](Cc3ccc(O)cc3)n3cc([C@@H](N)C(C)CC)nn3)CC2)n1 (stereo not given in full),-9,17,-5,56*,6,69,-5,13,211*
COc1ccc(OCCN2CCN(C(=O)c3ccc(OC)c(OC)c3)CC2)cc1,3,18,0,-2,3,100,4,-12,99
O=C(Nc1ccc(NS(=O)(=O)c2ccc([N+](=O)[O-])cc2)cc1)c1ccco1,-1,5,-15,5,0,105,-2,33,107
CCOc1ccc(NC(=O)N[C@@H](CCSC)C(=O)OC)cc1,0,0,-17,3,6,105,3,12,104
CC(=O)OC(C(=O)NC1CCCCC1)c1ccccc1Cl (stereo not given),0,9,-25,-4,5,97,4,4,101
Cc1nc2nc[nH]n2c(=O)c1CC(=O)O,7,-8,-15,0,-3,103,0,2,98
CC(C)NC(=O)COc1ccc(S(=O)(=O)N2CCCC2)cc1,1,20,-11,5,2,102,3,13,103
COc1ccc(CONc2ncnc3nonc23)cc1[N+](=O)[O-],-1,-5,-8,-5,-1,108,2,26,99
CCCSC1=C(C#N)C(c2cccnc2)C(C(=O)OCC)=C(c2ccccc2)N1 (stereo not given),-6,17,-10,3,1,102,-1,13,101
Cc1ccc(NC(=O)CN2C(=O)N/C(=C/c3cc(C)n(-c4cccc(C(=O)O)c4)c3C)C2=O)cc1,3,3,-3,-2,1,104,.,26,94
Cc1ccc(S(=O)(=O)N2CCCCC2C(=O)NCc2ccco2)cc1 (stereo not given),-10,-7,-2,12,4,110,2,12,112
CCN1CCCC1CNCc1cccc(OC)c1OCc1ccccc1 (stereo not given),10,26,-14,4,3,102,2,20,106
CCCS(=O)(=O)N1CCN(Cc2ccccc2C(F)(F)F)CC1,-5,11,-6,-11,4,86,3,15,85
CSc1ccc(CN(C)CC(=O)NCCc2ccccc2)cc1,-2,16,-14,-19,1,78,-1,-10,85
N#CC1=C(SCc2ccccc2)NC(=O)CC1c1ccc(O)cc1 (stereo not given),29*,-3,-6,4,-7,99,6,4,102
O=C(COC(=O)/C=C/c1ccccc1Cl)NCCc1ccc(Cl)cc1Cl,2,8,-12,1,2,127,2,-13,107
Cc1c(C(=O)O)oc2ccc(S(=O)(=O)NCc3ccc4c(c3)OCO4)cc12,5,2,-1,.,-4,.,-2,-6,.

# Remaining list, next part.
SMILES,PfM18AAP inh,NALP1 inh,pCIP destab,MEKK2mut PB1 HTS,IDE act,MEKK3 PB1 HTS,IDE inh,SUMO HTRF inh,MEKK2 WT-MEK5
COc1cc(/C=C/C(=O)O)cc(S(=O)(=O)Nc2ccccc2Cl)c1OC,-2,38,-1,-1,2,97,-4,-10,97
CCCN1CCc2c(sc3nc(SC)n(-c4ccccc4)c(=O)c23)C1,-6,2,-16,7,-10,101,-2,15,103
COc1ccc(CCNC(=O)c2cccc3c2C(=O)N(C2CCCCC2)C3)cc1OC,2,7,2,-1,4,102,3,.,98
Cc1ccccc1CNC(=O)Cc1ccccc1[N+](=O)[O-],1,22,-3,1,3,104,-4,-7,103
COc1cccc(SCC2CSc3nc4ccccc4c(=O)n32)c1 (stereo not given),-1,13,-3,-14,-5,92,-1,22,91
CC(C)N1C(=O)C(O)(C2COC(C)(C)CC2=O)c2ccccc21 (stereo not given),-12,-6,2,-6,2,105,1,4,91
COCc1cc(/C=N\NC(=O)c2ccc(Cl)cc2)ccc1OC,0,32,4,-3,1,98,4,14,96
O=C(C1CCCN(S(=O)(=O)c2cccc3nonc23)C1)N1CCN(c2ccccc2Cl)CC1 (stereo not given),6,42,-1,-3,0,94,11,3,87
CCOC(=O)N1CCN(Cc2nc(CC3CC3)no2)CC1,-1,1,8,4,2,103,3,-4,105
O=C(Nc1cccc(S(=O)(=O)N2CCOCC2)c1)C1CCCN(C(=O)c2ccc(Cl)cc2)C1 (stereo not given),-10,.,-14,5,4,103,5,9,105
COc1ccc(N(CC(=O)Nc2cc(Cl)ccc2C)S(=O)(=O)c2c(C)noc2C)cc1,-4,23,-9,2,5,102,-2,-22,105
CCOC(=O)COc1cc([N+](=O)[O-])cc2cccnc12,5,0,8,-9,5,101,7,-2,95
CCCCC(O)CN1CCC(c2ccccc2)CC1 (stereo not given),5,0,-4,6,10,111,1,11,112
Cc1ccc2cc(C)c3nnc(SCC(=O)c4cccs4)n3c2c1C,-2,16,-4,4,5,121,7,4,102
Cc1ccccc1C(=O)Nc1cccc(N)c1,9,2,-4,3,7,103,-6,-16,101
C#CCNC(=O)C1=C[C@H](c2ccccc2)[C@@H](CCCO)[C@H](OCC)O1,1,5,-2,-3,0,100,-4,-9,96
CC1CCN(C(=O)CN(c2ccc(Cl)c(C(F)(F)F)c2)S(C)(=O)=O)CC1,-2,9,-4,2,4,100,6,10,101
Cc1cc(C)n(-c2ccc(F)cc2)c(=O)c1C(=O)O,4,14,-3,1,-1,100,3,-16,106

# Laid out differently: results already given
O=C(C1CCCN(S(=O)(=O)c2cccc3nonc23)C1)N1CCN(c2ccccc2Cl)CC1 (stereo not given)
  PfM18AAP inh: 6
  NALP1 inh: 42
  pCIP destab: -1
  MEKK2mut PB1 HTS: -3
  IDE act: 0
  MEKK3 PB1 HTS: 94
  IDE inh: 11
  SUMO HTRF inh: 3
  MEKK2 WT-MEK5: 87

COc1cccc(SCC2CSc3nc4ccccc4c(=O)n32)c1 (stereo not given)
  PfM18AAP inh: -1
  NALP1 inh: 13
  pCIP destab: -3
  MEKK2mut PB1 HTS: -14
  IDE act: -5
  MEKK3 PB1 HTS: 92
  IDE inh: -1
  SUMO HTRF inh: 22
  MEKK2 WT-MEK5: 91

COc1ccc(CCNC(=O)c2cccc3c2C(=O)N(C2CCCCC2)C3)cc1OC
  PfM18AAP inh: 2
  NALP1 inh: 7
  pCIP destab: 2
  MEKK2mut PB1 HTS: -1
  IDE act: 4
  MEKK3 PB1 HTS: 102
  IDE inh: 3
  SUMO HTRF inh: .
  MEKK2 WT-MEK5: 98

CCCN1CCc2c(sc3nc(SC)n(-c4ccccc4)c(=O)c23)C1
  PfM18AAP inh: -6
  NALP1 inh: 2
  pCIP destab: -16
  MEKK2mut PB1 HTS: 7
  IDE act: -10
  MEKK3 PB1 HTS: 101
  IDE inh: -2
  SUMO HTRF inh: 15
  MEKK2 WT-MEK5: 103

# Screening results as filed in PubChem.

# This is a subset; the hit share may differ from the screen's.
